SW480 rerep = inducers of DNA re-replication in SW480 colon cancer cells. AID 624297. hit rate 1.8% among 340,000. SW480 DNA re-replication, Hoechst DNA content imaging, 48 h. Potency, µM (highest dose often 46.1 µM), without a hit: at the top dose re-replication activation, usual class: activators; note: potency is the fitted concentration of half-maximal effect; % of control where 0% means no effect; nearly all actives have a fitted effect of over 55% in size
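Hoechst fluorescence of nuclei (405 nm excitation, 500-530 nm emission) measured by plate-scanning imager after 48 hr compound exposure at 37 C; re-replication scored as increased number of nuclei with elevated intensity.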
HT1080-NT tox = kills 2HG-producing HT-1080-NT fibrosarcoma cells; HT-1080-NT fibrosarcoma viability, CellTiter-Glo ATP luminescence, 48 h; Potency, µM (highest dose often 46.1 µM), inactives show at the top dose activity, negative = less viability, hits mostly cytotoxic; hit rate 1.6% among 360,000;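 note: NT is the 2HG producing partner of a matched IDH1 knockdown line; potency is the fitted concentration of half-maximal effect; 0% = DMSO-treated cells and -100% = media-only wells without cells; nearly all actives have a fitted effect of over 55% in size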
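750 cells/well, RPMI + 5% FBS; 2 h settle, compound pin-transfer, 48 h at 37 degrees C. CellTiter-Glo 10 min RT, luminescence. Normalized to DMSO and media-only wells.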
KB-3-1 tox = KB-3-1 parental cell cytotoxicity. AID 1347075. Potency, µM (doses to about 46.1 µM), inactives show top-dose activity change, negative = cytotoxic, most hits filed as cytotoxic. hit rate 1.4% among 400,000. KB-3-1 viability, CellTiter-Glo ATP luminescence, 72 h; note: potency is the fitted concentration of half-maximal effect; % is set by controls: 0 for no effect and ±100 for the full control effect; nearly all actives have a fitted effect of over 60% in size
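Cytotoxicity measured as CellTiter-Glo luminescence after 72 h at 37 C. Compound titrations were pinned onto drug-naive KB-3-1 parental adenocarcinoma cells grown in DMEM with 10% FBS, and normalized data fitted to concentration-response curves.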
WRN helicase inh = blocks human WRN helicase. Potency, µM (series often up to 114 µM), for the others: top-dose activity change, negative = inhibition, actives largely listed as inhibitors. Q14191. WRN helicase unwinding, fluorescent forked duplex, kinetic. hit rate 0.46% among 360,000; note: potency is the fitted concentration of half-maximal effect; % is set by controls: 0 for no effect and ±100 for the full control effect; nearly all actives have a fitted effect of over 55% in size
Target sequence (Q14191 whole entry, looked up): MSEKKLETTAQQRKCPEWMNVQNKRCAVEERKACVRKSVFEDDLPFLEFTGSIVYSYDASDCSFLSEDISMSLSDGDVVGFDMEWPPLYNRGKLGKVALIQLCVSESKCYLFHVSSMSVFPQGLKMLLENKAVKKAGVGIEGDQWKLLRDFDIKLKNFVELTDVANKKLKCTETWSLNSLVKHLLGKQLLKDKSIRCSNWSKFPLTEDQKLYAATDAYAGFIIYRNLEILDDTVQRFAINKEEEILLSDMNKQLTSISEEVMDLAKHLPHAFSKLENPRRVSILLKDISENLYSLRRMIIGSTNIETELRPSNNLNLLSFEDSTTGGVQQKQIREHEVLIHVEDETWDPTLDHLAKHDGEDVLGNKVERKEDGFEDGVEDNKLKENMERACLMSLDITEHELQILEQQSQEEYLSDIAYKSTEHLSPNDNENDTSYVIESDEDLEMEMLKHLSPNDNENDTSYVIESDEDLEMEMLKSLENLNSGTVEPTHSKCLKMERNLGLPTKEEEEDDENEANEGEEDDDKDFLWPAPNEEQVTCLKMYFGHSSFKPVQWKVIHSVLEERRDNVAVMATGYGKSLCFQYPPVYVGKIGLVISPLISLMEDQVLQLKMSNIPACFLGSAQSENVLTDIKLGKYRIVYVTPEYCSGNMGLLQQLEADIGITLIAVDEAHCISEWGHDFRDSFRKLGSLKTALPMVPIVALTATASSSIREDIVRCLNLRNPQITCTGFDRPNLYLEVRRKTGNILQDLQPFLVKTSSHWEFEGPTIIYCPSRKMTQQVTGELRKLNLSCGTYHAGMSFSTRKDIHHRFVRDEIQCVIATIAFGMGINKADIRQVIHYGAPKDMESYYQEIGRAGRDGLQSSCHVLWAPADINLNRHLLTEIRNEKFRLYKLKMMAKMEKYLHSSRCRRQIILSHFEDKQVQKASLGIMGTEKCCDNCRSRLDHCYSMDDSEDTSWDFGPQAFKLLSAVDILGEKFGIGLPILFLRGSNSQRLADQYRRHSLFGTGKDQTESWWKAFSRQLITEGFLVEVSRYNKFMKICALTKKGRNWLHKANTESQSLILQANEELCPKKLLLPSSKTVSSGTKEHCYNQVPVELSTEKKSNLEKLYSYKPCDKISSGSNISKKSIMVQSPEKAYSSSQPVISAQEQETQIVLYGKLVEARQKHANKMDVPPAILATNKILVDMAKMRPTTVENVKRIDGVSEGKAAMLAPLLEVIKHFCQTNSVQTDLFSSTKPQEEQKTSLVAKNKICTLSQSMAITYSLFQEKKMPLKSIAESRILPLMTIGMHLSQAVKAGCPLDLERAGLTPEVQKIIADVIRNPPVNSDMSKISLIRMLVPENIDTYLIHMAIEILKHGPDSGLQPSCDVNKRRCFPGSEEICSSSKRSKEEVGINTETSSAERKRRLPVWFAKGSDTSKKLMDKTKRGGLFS
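Fluorescence dequenching readout, ex 525 nm/em 598 nm, kinetic mode: forked duplex DNA (100 nM final) with adjacent fluorophore and quencher unwound by WRN (20 nM final) with 2 mM ATP. Compound preincubation 15 min, room temperature.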
ATXN2 expr inh = reduces ATXN2 reporter expression in HEK-293 cells. HEK-293 ATXN2-luciferase reporter, luminescence, 24 h. Potency, µM (series often up to 57 µM), inactives show top-dose activity change, negative = inhibition, actives largely listed as inhibitors. hit rate 0.72% among 360,000. AID 1745845; note: potency is the fitted concentration of half-maximal effect; % is set by controls: 0 for no effect and ±100 for the full control effect; nearly all actives have a fitted effect of over 55% in size
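qHTS (up to 57 uM final) was run with 24 h compound exposure of reporter cells at 37 °C. Each well was multiplexed: SteadyGlo luminescence measured ATXN2-luciferase expression after a fluorogenic Gly-Phe-AFC viability readout (25 uM final).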
MCF10A rerep = induces DNA re-replication in MCF 10a normal breast cells | MCF 10A DNA re-replication, Hoechst nuclear intensity, 48 h | Potency, µM (titrated, usually from 46.1 µM), inactives show top-dose activity, positive = re-replication, usual class: activators | hit rate 2.9% among 350,000 | AID 624296; note: potency is the fitted concentration of half-maximal effect; % of control where 0% means no effect; nearly all actives have a fitted effect of over 50% in size
HT1080 IDH1KD tx = toxicity to HT-1080 IDH1 knockdown cells (counter line); Potency, µM (top dose mostly 46.1 µM), without a hit: at the highest dose activity, negative = toxicity, most hits filed as cytotoxic; hit rate 2% among 360,000; HT-1080 IDH1 knockdown viability, ATP luminescence, 48 h;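 note: potency is the fitted concentration of half-maximal effect; 0% = DMSO wells and -100% = cell-free medium wells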
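Using the IDH1-knockdown HT-1080 line run in the same batch and compound series as the NT line, viability after 48 h at 37 °C was determined by CellTiter-Glo luminescence and expressed as % activity.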
IL-1B inflam inh = inhibitors of inflammasome signaling (IL-1 beta secretion); activity change, % at 57.5 µM; hit rate 4.7% among 360,000; AID 743279; THP-1 LPS/ATP IL-1B secretion, AlphaLISA, 16 h; active compounds read low; in the data active = activity change below about -50%; inconclusive = mostly about -30% to -49%; note: % is set by controls: 0 for no effect and ±100 for the full control effect
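THP-1 cells pretreated 1 hr with compounds (up to 57.5 uM final), then stimulated with LPS (250 ng/mL final) plus ATP (1.25 mM final); secreted IL-1B measured by AlphaLISA after 16 hr, decreased signal indicating inhibition.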
KB-V1 cytotox = kills drug-selected multidrug resistant KB-V1 cells. KB-V1 MDR cells viability, CellTiter-Glo, 72 h. hit rate 3.4% among 400,000. AID 1347076. Potency, µM (doses to about 46.1 µM), for inactives: at the top dose activity change, negative = cytotoxicity, hits mostly cytotoxic; note: potency is the fitted concentration of half-maximal effect; % is set by controls: 0 for no effect and ±100 for the full control effect; nearly all actives have a fitted effect of over 60% in size
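qHTS viability screen in drug-selected KB-V1 MDR cells: 72 h compound treatment at 37 degrees C, ATP luminescence end point.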
* marks the source's active call; other numbers are inactive results; ? = inconclusive; nt = no result given; [ ] = remark or other dose. Unless noted, calls come from the whole dose curve; as a rule, active = well fitted curve in the direction sought with a large enough effect; inconclusive = small, poorly fitted or top-dose-only effect, or another doubt; inactive = no such curve, though single readings can be large; an effect the other way counts as inactive or inconclusive.

Order of results: SW480 rerep | HT1080-NT tox | KB-3-1 tox | WRN helicase inh | ATXN2 expr inh | MCF10A rerep | HT1080 IDH1KD tx | IL-1B inflam inh | KB-V1 cytotox
Cc1ccc(S(=O)(=O)Nc2cccc(-c3ccc(N4CCCCCC4)nn3)c2)cc1
  1.0% | ? | -9.1% | -2.9% | nt | 7.3% | -4.0% | -18.3 | -5.2%
CCOC(=O)c1cc(-c2cccs2)nn1CCC#N
  2.0% | -2.8% | 4.1% | 5.5% | 3.9% | -1.3% | -0.4% | 12.5 | 14.3%
NC(=O)CCn1nc(-c2ccccc2)c2ccccc2c1=O
  0.5% | -8.5% | -8.3% | 9.4% | -16.8% | 2.9% | -2.1% | 8.3 | 3.1%
O=C(Oc1ccc2c(c1)C(=O)c1ccccc1CO2)c1ccccc1
  -0.7% | 7.8% | -0.7% | -6.7% | 14.7% | -1.7% | -2.8% | 5.4 | 13.0%
Cc1ccsc1/C=N/N1CCN(c2ccccc2)CC1
  0.3% | 9.3% | -12.6% | -9.1% | 45.5%[activator] | -6.8% | 12.5% | -6.3 | -3.4%
Cn1c(=O)[nH]c(=O)c2c1nc(Br)n2Cc1ccccc1Cl
  -0.5% | -26.7% | ? | 3.6% | -11.4% | 1.6% | -24.6% | -12.0 | ?
CC(=O)c1cccc(-c2cnc3c(NC=O)cc(-c4ccccc4)cn23)c1
  nt | 7.1% | -19.8% | -10.4% | ? | nt | -6.5% | 103.0 | ?
O=C(NCc1cccnc1)C1c2ccccc2C(=O)N1Cc1ccccc1 (centres undefined)
  0.2% | -0.4% | -9.3% | -0.2% | 0.0% | 4.3% | 1.7% | 11.9 | 16.7%
COCCN=C1N[C@@H](c2ccccc2)C(C(=O)OC)=C(C)N1Cc1ccccc1
  1.1% | 1.8% | 8.5% | -14.5% | 0.0% | -3.2% | 9.4% | -16.6 | -8.5%
CN(CC1CCOCC1)C(=O)c1ccc2nc(Cc3cccc(Cl)c3)oc2c1
  9.7% | 0.0% | nt | -12.6% | 9.4% | 18.4µM* | -8.3% | -9.8 | nt
CCOc1ccc(-n2c(SCC(=O)Nc3ccc(OC)cc3)nc3sc4c(c3c2=O)CCN(C)C4)cc1
  ? | ? | 8.1% | -12.1% | -4.9% | ? | ? | -16.0 | 0.0%
CCOc1cc(C2/C(=C(\O)c3cc(C)ccc3C)C(=O)C(=O)N2CCN(C)C)ccc1O (centres undefined)
  -10.7% | -1.1% | -5.9% | -4.2% | 4.2% | 2.1% | -3.8% | -2.8 | -7.9%
CCn1ncc(CN2CCC(n3nccc3NC(=O)c3ccccc3Cl)CC2)c1C
  nt | -4.0% | -7.1% | 18.6% | nt | nt | -4.2% | -1.6 | -1.8%
N#CC(C#N)=Cc1ccc(OCC(=O)N2CCOCC2)cc1
  13.2% | 1.4% | 0.5% | -2.2% | -31.1% | 13.4% | -2.9% | -52.7* | -3.9%
O=C(Nc1nccs1)c1cccc(S(=O)(=O)N2CCCC2)c1
  6.0% | 11.1% | 4.0% | -1.6% | -13.4% | 0.0% | 0.3% | 35.6 | -17.7%
O=C1/C(=C/c2ccccc2F)SC(=S)N1CC(=O)N1CCCCC1c1cccnc1 (centres undefined)
  -2.6% | -1.6% | 2.2% | 0.5% | nt | ? | -9.6% | -61.2* | -8.0%
COc1ccc(C(=O)N/N=C/c2ccc(OC)c(COc3ccc(F)cc3)c2)cc1
  2.8% | -2.3% | nt | -33.1% | -21.9% | ? | -10.4% | -20.3 | nt
COc1nccnc1NS(=O)(=O)c1ccc(NS(=O)(=O)c2ccc(NC(C)=O)cc2)cc1
  -19.4% | 9.6% | -0.5% | -3.5% | -1.7% | 0.9% | 13.8% | 22.1 | ?
COc1ccccc1CNC(=O)c1ccc(-c2ccccc2)cc1
  3.3% | -14.2% | 7.6% | 6.0% | 35.7% | 9.8% | -0.2% | 0.3 | 25.1%
NS(=O)(=O)c1cccc2c1c([N+](=O)[O-])cc1nc(O)c(O)nc12
  -16.9% | 20.7% | 0.0% | -11.8% | 2.3% | 2.0% | 8.0% | -11.0 | 13.3%
CCN(C(=O)COC(=O)c1ccc(Cl)c(N)c1)C1CCS(=O)(=O)C1 (centres undefined)
  -72.2%[inhibitor] | 6.9% | 0.2% | 10.0% | nt | 5.7% | 0.4% | -10.0 | 0.0%
CCCSC1=C(C#N)C(c2ccccc2C)CC(=O)N1 (centres undefined)
  -7.1% | -2.8% | 8.4% | -6.0% | -22.2% | -4.3% | -2.3% | 0.3 | 8.0%
Cc1cc(=O)oc2ccc(OCC(=O)NCc3ccco3)cc12
  -7.9% | 10.6% | 10.6% | 2.4% | nt | 1.9% | 0.0% | -29.9 | -13.6%
Cc1nn(-c2ccc(Cl)nn2)c(=O)c2ccccc12
  -1.4% | 7.3% | -2.4% | -33.8% | 23.5% | 7.8% | -5.8% | -13.4 | -4.6%
CC(C)[C@H](NC(=O)OC(C)(C)C)C(=O)NCC1CCC(C(=O)N[C@@H](Cc2ccccc2)C(=O)O)CC1 (some centres undefined)
  -3.2% | 0.0% | 20.1% | -4.2% | 6.2% | 19.8% | 10.6% | 7.5 | 25.7%
Cc1ccc(CC2C(=O)N(c3ccccc3)C(=O)C2C)cc1 (centres undefined)
  -1.2% | 1.3% | -0.2% | -7.1% | 2.4% | 1.8% | 0.6% | -12.7 | 0.0%
COc1cccc(OCCOc2ccccc2OC(C)C)c1
  ? | 3.8% | -4.1% | -13.9%[57.1 µM] | 4.0% | 9.3% | -5.4% | -1.9 | -20.1%
Cc1cc(N2CCC(C(=O)NCC3CC3)CC2)nc(-c2ccccc2)n1
  -0.7% | -3.7% | 17.5% | 0.3% | -14.1% | 2.0% | -6.8% | 3.8 | -3.9%
COc1ccc(NC(=O)C2CCCN2C(=O)Nc2ccccc2)cc1OC (centres undefined)
  -9.9% | 1.5% | -4.7% | 8.6% | 6.6% | -2.9% | 0.3% | 8.8 | -28.0%
Cc1nc(C(=O)NNC(=O)Nc2ccc(Cl)cc2)cs1
  -7.0% | -16.4% | 8.7% | 5.7% | -0.6% | -3.3% | -15.4% | -13.6 | 5.3%
COC(=O)NC1CCC(CC2CCC(NC(=O)OC)CC2)CC1 (centres undefined)
  5.2%[9.22 µM] | -1.1% | -16.2% | -1.9% | -11.2% | -0.9% | -1.6% | 15.5 | 0.0%
Cc1ccc(C2CC2c2n[nH]c(=S)n2-c2ccc(Cl)cc2)cc1 (centres undefined)
  3.0% | -21.2% | ? | -5.0% | -8.6% | 90.6% | ? | 22.5 | 16.4µM*
CCCCN1CCN=C1Nc1ccccc1
  -12.0% | 4.8% | 4.7% | 4.9% | 10.3% | -5.2% | 10.4% | 13.8 | -1.9%
O=C(OCC#CCSc1nc2ccccc2s1)c1ccco1
  -2.9% | 11.8% | -9.6% | -18.9% | 23.6% | ? | 7.4% | 54.4 | ?
Cc1nn(C2CCS(=O)(=O)C2)c(Cl)c1/C=C/C(=O)OCC(=O)c1cc(C)n(-c2ccc(F)cc2)c1C (centres undefined)
  8.3% | -18.3% | -18.4% | 6.7% | nt | 5.9% | ? | -17.7 | -2.8%
O=C(OCc1ccccc1Cl)C1CC(=O)N(Cc2ccco2)C1 (centres undefined)
  -3.7% | -11.1% | 1.1% | -11.7% | 4.8% | 5.0% | 4.4% | -3.9 | 6.6%
O=[N+]([O-])c1ccc(C=CC=Cc2ccccc2)cc1
  nt | 10.9% | -1.1% | 5.8% | nt | nt | 15.2% | -26.3 | -7.2%
COc1ccc(Cl)cc1C(=O)NNC(=O)c1nc2nc(C)cc(C)n2n1
  6.4% | 18.8% | 2.6% | 1.0% | 14.1% | 0.7% | 8.1% | 27.0 | -12.3%
CCC(C(=O)NC1CCCCC1)n1nc(C)c2c(C)n(-c3ccccc3)nc2c1=O (centres undefined)
  6.4% | 11.8% | 4.2% | -1.6% | 6.1% | -0.3% | 11.8% | -68.6* | 18.4%
O=C(CSc1nc(C(F)(F)F)cc(=O)[nH]1)NCC1CCCO1 (centres undefined)
  -1.9% | 10.5% | 25.2% | -7.2% | 0.2% | -0.6% | 14.2% | 26.3 | 21.7%
COc1ccc(NC(=S)NN2CCN(C)CC2)cc1
  -6.5%[9.22 µM] | 14.8% | 23.4% | -1.0% | 8.6% | -8.3% | 6.6% | 13.6 | ?
COc1ccc(CN(CC2CCC(C(=O)O)CC2)C(=S)Nc2ccc(C)c(Cl)c2)cc1 (centres undefined)
  0.5% | 8.0% | -1.4% | 1.2% | nt | 1.4% | -1.8% | -4.4 | -7.5%
CN(C)/C=N/c1c(C#N)nnn1Cc1ccccc1
  3.3% | 3.9% | 27.2% | -10.6% | 6.5% | -2.0% | 1.6% | 3.3 | 5.0%
O=C(Nc1ccc2oc(-c3ccccc3)nc2c1)c1ccco1
  -1.6% | 12.9% | 0.3% | 1.8% | 103.5%[activator] | 16.4% | -5.4% | 5.9 | 23.1µM*
NC(=O)CSc1nnc(Cc2cccs2)n1C1CCCCC1
  -4.5% | 5.0% | 3.5% | 12.6% | -1.8% | 17.1% | 1.8% | 1.2 | -23.6%
CCC(=O)Nc1ccc(NC(=O)c2ccccn2)cn1
  -0.1%[9.22 µM] | -7.7% | 1.0% | 7.4% | -29.8% | -3.6% | -5.5% | -9.0 | -1.5%
CCN(CC(=O)Nc1c(F)cccc1F)C(=O)c1nn(C)c(=O)c2ccccc12
  ? | -0.9%[9.24 µM] | 8.1% | 2.9% | 1.0% | -5.2% | -0.6% | 5.1 | 11.1%
CCCc1[nH]nc2c1C(C1CC=CCC1)C(C#N)=C(N)O2 (centres undefined)
  12.5% | -7.7% | -2.8% | -1.4% | -22.2% | ? | ? | ? | -16.7%

High-throughput results: PubChem, National Center for Advancing Translational Sciences (NCATS)
